# Source: PubChem (The Scripps Research Institute Molecular Screening Center)
# SRC3 TRFRET art: counter-screen for PPARgamma SRC-3 recruitment agonists: TR-FRET artefact. AID 1048. PPARgamma/SRC-3 format; stronger effect = higher value. 0.39% of 99,000 active. TR-FRET ratio at 8 µM; in the data active = TR-FRET ratio above about 2000; note: inactives centre near 1600; reference of the scale not given here
# SRC1 TRFRET art: TR-FRET artefact, counter-screen to PPARgamma/SRC-1 agonist assay. TR-FRET detection artefact counter-screen, emission ratio; stronger effect = higher value. TR-FRET ratio at 8 µM. 0.34% of 99,000 active. AID 1051; in the data active = TR-FRET ratio above about 2300; note: inactives centre near 1800; reference of the scale not given here
# * marks the source's active call; other numbers are inactive results.
mol	SRC3 TRFRET art	SRC1 TRFRET art
O=C(C(=O)N1CCOCC1)c1cn(CCOc2ccccc2)c2ccccc12	1413	1775
CC(=O)NCC(=O)N(C)C(C(=O)Nc1ccc2c(c1)OCCO2)c1ccc(C)cc1 (stereo unspecified)	1526	1963
CC(=O)N1N=C(c2cccs2)CC1c1cccc([N+](=O)[O-])c1 (stereo unspecified)	1492	1993
COc1ccccc1-c1c(C)oc2cc(OCC(=O)OCc3ccccc3)ccc2c1=O	1574	1692
CCO[C@@H]1OC(C(=O)NCc2nc3ccccc3[nH]2)=C[C@H](C)[C@H]1CCCO	1726	1951
O=C(CSCc1c(Cl)cccc1Cl)N1CCOCC1	1480	1641
C=CCN(c1ccccc1C(=O)O)S(=O)(=O)/C=C/c1ccccc1	1368	1682
Oc1ccc(C=Nc2ccc(N3CCOCC3)cc2)c(O)c1	1883	1849
Cn1[nH]c(CSc2ccc(Cl)cc2)cc1=O	1469	1721
CC1CCCCC1NC(=S)NC(=O)c1sc2ccccc2c1Cl (stereo unspecified)	1678	1744
CCc1ccc(NC(=O)Cn2c3[n+](c4c(F)c(F)ccc42)CCCCC3)cc1	1518	1863
CN(C)C(=O)c1cn(-c2ccccc2)nc1-c1cc2ccccc2oc1=O	1556	1782
O=C(CSc1ccccn1)Nc1ccc(Cl)cn1	1472	1783
Cc1ccnc(NS(=O)(=O)c2ccc(N3C(=O)Nc4ccccc4N3O)cc2)c1	1838	1979
CN1CCN(/N=C/c2ccc(-c3ccc([N+](=O)[O-])cc3Cl)o2)CC1	1788	2010

# The list continues:
mol	SRC3 TRFRET art	SRC1 TRFRET art
Cc1c(-c2ccn[nH]2)cc(NC(=O)c2ccc(Cl)cc2)c(=O)n1N	1531	2058
CN(C)c1ccc(NC(=O)C(=O)NCCOc2ccccc2)cc1	1793	2115
Cc1ccccc1NC(=S)NCC1CCN(C(C)c2ccccc2)C1 (stereo unspecified)	1507	1732
COC(=O)CC1=NN(c2ccccc2)C(=O)/C1=C\c1ccc(OC)cc1	1667	1847
O=C1CCCc2[nH]c(-c3ccccc3)nc21	1663	1711
COc1cc(OC)c(S(=O)(=O)NC(C)C)cc1S(=O)(=O)NC(C)C	1606	1719
O=C(CSc1ncnc2ccccc12)Nc1ccc2c(c1)OCCO2	1603	1898
O=C(NNC(=O)C1CCN(S(=O)(=O)c2ccc(Cl)cc2)CC1)c1ccncc1	1710	1741
CCn1c(COc2ccc(Cl)cc2)nnc1SC1CCc2ccccc2C1=O (stereo unspecified)	1846	1696
O=C(O)C1=C(OCc2ccccc2)C(=O)NCC1	1770	1814
O=C(CNCc1ccco1)Nc1cc(S(=O)(=O)N2CCOCC2)ccc1N1CCCC1	1578	1845
O=C(CSc1ncnc2[nH]ncc12)Nc1cccc(Oc2ccccc2)c1	1314	1662
C/C(=N\OCC(=O)Nc1ccccc1Br)c1cccs1	1625	1778
CC1CCc2sc(C(=O)OCC(=O)NCc3ccccc3)cc2C1 (stereo unspecified)	1665	1947
COC(=O)C1=C(C)N(C)C(=O)NC1c1cc2c(cc1[N+](=O)[O-])OCO2 (stereo unspecified)	1568	1919

# Continuation:
mol	SRC3 TRFRET art	SRC1 TRFRET art
NC(=S)NNC(=O)C12CC3CC(CC(C3)C1)C2	1524	1540
Cc1ccc(C(=O)NN(CCC#N)C2=NS(=O)(=O)c3ccccc32)cc1	1699	1868
CCCC(=O)OCC(=O)Nc1ccc2[nH]c(=O)[nH]c2c1	1854	1733
O=c1c2ccccc2c2ccccc2c(=O)n1-c1ccccc1	1433	1525
Cc1nsc2c1ccc1ccccc12	1654	1549
CCNc1ccc(S(=O)(=O)N(C)C)cc1NCC(=O)Nc1ccc(F)c(Cl)c1	1763	1898
Cc1ccccc1NC(=O)NCCc1c[nH]c2ccccc12	1601	1639
COc1ccc(C(=O)O)cc1NC(=S)NC(=O)c1ccc(-c2ccc(Cl)cc2)o1	1453	1714
COc1ccccc1N(CCN1C(=O)c2cccc3cccc(c23)C1=O)C(=O)c1ccncc1	1689	2058
COc1ccc(CC(=O)Nc2ccc(N3CCN(c4ccc(OC)cc4)CC3)c(C#N)c2)cc1	1553	2097
C/C(CC(=O)NCc1ccc(F)cc1)=N\NC(N)=S	1594	1910
Cc1nnc(SCc2cccc([N+](=O)[O-])c2)s1	1520	1842
COc1ccccc1NC(=O)CCCc1nc(-c2ccc(OC)c(OC)c2)no1	1590	1839
CC(=O)Nc1cccc(NC(=O)c2cc(Cl)ccc2Cl)c1	1654	1610
COc1ccc([N+](=O)[O-])cc1NC(=O)c1ccc(N(Cc2ccccc2C)S(C)(=O)=O)cc1	1574	1869

# Individual results from the entries so far.
# Under SRC1 TRFRET art, O=C(CSc1ccccn1)Nc1ccc(Cl)cn1 has the entry 1783
# Under SRC1 TRFRET art, O=C(CSc1ncnc2ccccc12)Nc1ccc2c(c1)OCCO2 has the entry 1898
# Under SRC3 TRFRET art, CC(=O)NCC(=O)N(C)C(C(=O)Nc1ccc2c(c1)OCCO2)c1ccc(C)cc1 (stereo unspecified) has the entry 1526
# Under SRC1 TRFRET art, C=CCN(c1ccccc1C(=O)O)S(=O)(=O)/C=C/c1ccccc1 has the entry 1682

# The results go on:
mol	SRC3 TRFRET art	SRC1 TRFRET art
CC(OC(=O)C1=COCCO1)C(=O)Nc1cc(S(=O)(=O)N2CCCCC2)ccc1Cl (stereo unspecified)	1530	1649
CCOC(=O)c1ccccc1NC(=O)CSc1ccc(-c2cccnc2)nn1	1633	1549
O=C(O)CCn1cc(/C=C2\SC(=S)NC2=O)c(-c2ccccc2)n1	1697	2019
COc1ccc(NC(=O)Nc2ccc(OC)c(OC)c2)c([N+](=O)[O-])c1	1536	1576
CC1CCCCN1S(=O)(=O)c1ccccc1[N+](=O)[O-] (stereo unspecified)	1494	1772
Cc1cc(C)n(CC(=O)n2c3ccccc3c3ccccc32)n1	1668	1725
O=C(CCc1nc2ccccc2[nH]1)Nc1ccccc1	1593	1563
COc1ccc(CCN=C(N)NS(=O)(=O)c2ccc(C)cc2)cc1	1652	1577
C=CCOc1ccc(C(=O)CC)cc1OC	1497	1798
Cc1cc(NC(=O)c2cccc(S(=O)(=O)N3CCOCC3)c2)c2ccccc2n1	1404	1898
COc1ccc2cc(CCNC(=O)c3ccc(Br)o3)c(=O)[nH]c2c1	1423	1584
O=C1/C(=C/c2cccnc2)SC(=S)N1CC1CCCO1 (stereo unspecified)	1491	1740
Cc1ccc(NC(=S)NCc2ccc3[nH]c4c(c3c2)CCCC4)cc1	1455	1630
COC(=O)c1ccc(NC(=O)c2cc(Cl)ccc2OC)cc1	1496	1919
CN1CCCN(C(=O)c2cc(-c3ccc(Cl)c(Cl)c3Cl)nc3ccccc23)CC1	1598	1738

# 2 entries drawn at random from the list so far, as already listed:
mol	SRC3 TRFRET art	SRC1 TRFRET art
CCOC(=O)c1ccccc1NC(=O)CSc1ccc(-c2cccnc2)nn1	1633	1549
CN1CCCN(C(=O)c2cc(-c3ccc(Cl)c(Cl)c3Cl)nc3ccccc23)CC1	1598	1738

# The results go on:
mol	SRC3 TRFRET art	SRC1 TRFRET art
CCOc1ccc(NC(=O)NCc2cccnc2)cc1	1594	1710
Cc1cc(NS(=O)(=O)c2ccc(Nc3nc(-c4ccc(O)cc4)cs3)cc2)no1	1745	1653
Cc1nc(NC(=S)NC(=O)COc2ccccc2Cl)ccc1Br	1642	1872
CCN1CCN(C2=CC3=CC(=C(C#N)C#N)CCC3CC2)CC1 (stereo unspecified)	1559	2040
O=C(N/N=C/c1cccs1)c1cc(-c2ccncc2)nc2ccccc12	1643	1780
O=C(CN1CC[n+]2c(-c3cccs3)csc21)c1ccc(Br)cc1	1649	2001
COc1cccc(NC(=O)Cn2nnc(-c3ccccc3N)n2)c1	1464	1918
COc1ccc(CNC(=O)c2ccc(Br)cc2)cc1	1498	1468
Clc1nc(Nc2ccccc2)nc(Nc2ccccc2)n1	1566	1849
O=C(Cn1cnc2ccccc21)N/N=C/c1cccs1	1651	1630
COc1ccc(-c2nc(CS(=O)CC(=O)N3CCCC3)c(C)o2)cc1 (stereo unspecified)	1535	1688
O=C(NNC(=S)NC1CCCCC1)c1ccc2c(c1)OCO2	1687	2042
CCOC(=O)C1=C(CN2CCN(CCC#N)CC2)NC(=O)NC1c1ccc2c(c1)OCO2 (stereo unspecified)	1463	1563
CC[N+](C)(C)c1cccc(O)c1	1701	1823
O=C1COc2ccc(C(=O)CSc3nc4ccccc4c(=O)n3-c3ccc(Cl)c(Cl)c3)cc2N1	1652	1972

# Continuation.
mol	SRC3 TRFRET art	SRC1 TRFRET art
Cn1c(N)c(C(=O)COC(=O)CC2CC3CCC2C3)c(=O)n(C)c1=O (stereo unspecified)	1655	1757
CCCN1Cc2cccc(C(=O)NC(CC(=O)OCC)c3ccc(C)cc3)c2C1=O (stereo unspecified)	1816	1864
CC(NC(=O)c1ccc(OC2CCN(S(=O)(=O)N(C)C)CC2)cc1)C1CC1 (stereo unspecified)	1740	2151
COC(=O)c1cc(O)c(O)c(O)c1	1649	1802
Cc1ccc(NC(=O)Cn2ccc([N+](=O)[O-])n2)cc1C	1514	1802
COc1ccc(C(=O)CNc2ccccc2CO)cc1	1626	2079
CCNc1cc(N2CCCC2)ccc1[N+](=O)[O-]	1550	1746
Cn1cnnc1SCc1ccc(C(=O)N=Nc2c(O)n(Cc3ccc(Cl)cc3)c3ccccc23)cc1	1550	1665
S=c1ccc2ccccc2[nH]1	1419	1748
Cc1c(N(C(=O)c2ccccn2)C2(C(=O)NC3CCCCC3)CCCCC2)c(=O)n(-c2ccccc2)n1C	1753	2142
COc1ccc(C(=O)c2cc([N+](=O)[O-])ccc2N2CCOCC2)cc1	1406	1796
CC(CCc1ccccc1)NC(=S)NC(=O)c1ccco1 (stereo unspecified)	1578	1759
COc1ccc(CCNC(=O)c2c(C)nc3ccccn23)cc1	1567	1680
Cc1ccc(S(=O)(=O)NC2CCCCC2)c(C)c1NS(C)(=O)=O	1485	1596
COc1ccc(C(=O)OCC[N+]2(C)CCCCC2)cc1	1704	1990

# Entries of single compounds as entered above. Order of screens: SRC3 TRFRET art	SRC1 TRFRET art
# Profile of COc1ccc(C(=O)c2cc([N+](=O)[O-])ccc2N2CCOCC2)cc1 → 1406	1796
# Profile of Cc1ccc(S(=O)(=O)NC2CCCCC2)c(C)c1NS(C)(=O)=O → 1485	1596
# Profile of Cc1c(N(C(=O)c2ccccn2)C2(C(=O)NC3CCCCC3)CCCCC2)c(=O)n(-c2ccccc2)n1C → 1753	2142
# Profile of CCNc1cc(N2CCCC2)ccc1[N+](=O)[O-] → 1550	1746

# (list continues)
mol	SRC3 TRFRET art	SRC1 TRFRET art
Cc1cccc2cc(CN(C(=S)NCC(C)C)C3CCCC3)c(=O)[nH]c12	1460	1630
CCCCNS(=O)(=O)c1ccc2nc(-c3cccnc3)cc(C(=O)NCCCOC)c2c1	1586	1497
Cc1ccnc(NC(=O)c2ccoc2C)c1	1642	2175
O=C(NCCCN1CCN(c2ccc(F)cc2)CC1)Nc1ccc([N+](=O)[O-])cc1	1717	1913
CCC1=NN(C(=O)Cc2ccc([N+](=O)[O-])cc2)C(O)(c2ccc(Br)cc2)C1 (stereo unspecified)	1565	1564
CCOC(=O)c1c(NC(=O)C(C)Sc2cn(C)c3ccccc23)sc2c1CCC2 (stereo unspecified)	1894	1794
NS(=O)(=O)c1ccc(CCn2c(=S)[nH]c3ccc(F)cc3c2=O)cc1	1709	1848
CC(C)(C)c1ccc(C(=O)NCc2nnc(SCC(=O)N3CCCc4ccccc43)n2-c2ccccc2)cc1	1626	1975
NC(=O)C1(N2CCCCC2)CCN(C(=S)Nc2ccc(S(N)(=O)=O)cc2)CC1	1640	1684
CS(=O)(=O)N1CCc2cc(C(=O)NC3CC3)ccc21	1519	1757
O=C(COC(=O)c1cccnc1Cl)c1ccc(OC(F)F)cc1	1399	1769
COC(=O)c1ccccc1NC(=O)C1CCCO1 (stereo unspecified)	1399	1785
CC(=O)c1c(C)nc(-c2cccc([N+](=O)[O-])c2)n1O	1492	1670
CCNC(=S)NNC(=O)CCn1cc(C)cn1	1646	1828
COC(=O)c1cc2occc2n1Cc1nc(-c2ccccc2Cl)oc1C	1532	1709

# Additional results:
mol	SRC3 TRFRET art	SRC1 TRFRET art
Nc1nnn(CC(=O)N/N=C/c2cccc3ccccc23)n1	1565	1677
O=C(CSCc1ccc(Cl)cc1Cl)Nc1ccccc1C(=O)Nc1ccc(C(=O)O)cc1	1442	1713
NS(=O)(=O)c1ccc(NC(=O)CN2CCCN(S(=O)(=O)c3ccc(F)cc3)CC2)cc1	1599	1625
COc1ccc(OC)c(NC(=S)N2CCc3ccccc3C2)c1	1432	1522
CC(C)c1onc(C(=O)NCc2ccc(Cl)cc2)c1[N+](=O)[O-]	1641	1807
N#Cc1c(-c2cccc(Br)c2)cc(-c2ccco2)[nH]c1=O	1430	1917
COc1cc(C(=O)OCC(=O)Nc2cc(-c3cc(C)c(C)cc3C)nn2-c2ccccc2)cc(OC)c1OC	1352	1786
O=C(Nc1nc2c(s1)CN(Cc1ccccc1)CC2)C1CCC1	1406	1629
O=C(N/N=C/c1ccc[nH]1)c1ccccc1O	1633	1543
CC(C)(C)C(=O)NC(=S)Nc1sc2c(c1C(N)=O)CCC2	1641	1682
CSCCC1Nc2ccc(S(=O)(=O)N3CCOCC3)cc2NC1=O (stereo unspecified)	1719	1957
CCCS(=O)(=O)N1CCCC(C(=O)c2ccccc2OC)C1 (stereo unspecified)	1444	1495
O=C1CCCC(=O)C1C(=O)C1CCN(S(=O)(=O)c2ccccc2)CC1	1736	1839
CC(=O)N1c2c(cc(Br)cc2S(=O)(=O)N2CCOCC2)CC1C (stereo unspecified)	1491	2030
CCCn1nnc(NC(=S)NC(=O)Cc2ccccc2)n1	1533	1329
COc1ccc(N2CCN(C(CNC(=O)C(=O)NCCCn3ccnc3)c3ccco3)CC2)cc1 (stereo unspecified)	1401	1847
CCN(CC)CCNC(=O)Cn1cnc2sc(C)c(S(=O)(=O)N3CCN(c4ncccn4)CC3)c2c1=O	1790	1803
CCCCCCNS(=O)(=O)c1ccc(NC(=O)C2CCCO2)cc1 (stereo unspecified)	1510	1567
